# Bioassay records from PubChem.
# N370S GC mod = inhibits or activates N370S mutant glucocerebrosidase; P04062; N370S GC spleen homogenate, 4MU-glucoside fluorescence; Potency, µM (doses to about 59.4 µM), without a hit: at the highest dose activity change, negative = inhibition, usual class: inhibitors; 0.092% of 330,000 active;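 also: 0% = full enzyme activity and -100% = no enzyme basal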
# FEN1 inhibitor = human FEN1 inhibition. Potency, µM (highest dose often 114 µM), inactives show at the highest dose activity change, negative = inhibition, actives largely listed as inhibitors. AID 588795. P39748. Recombinant FEN1 flap cleavage, fluorescence, 15 min. 0.35% of 390,000 active; also: nearly all actives have a fitted effect of over 65% in size
# Target sequence (P39748 whole entry, looked up): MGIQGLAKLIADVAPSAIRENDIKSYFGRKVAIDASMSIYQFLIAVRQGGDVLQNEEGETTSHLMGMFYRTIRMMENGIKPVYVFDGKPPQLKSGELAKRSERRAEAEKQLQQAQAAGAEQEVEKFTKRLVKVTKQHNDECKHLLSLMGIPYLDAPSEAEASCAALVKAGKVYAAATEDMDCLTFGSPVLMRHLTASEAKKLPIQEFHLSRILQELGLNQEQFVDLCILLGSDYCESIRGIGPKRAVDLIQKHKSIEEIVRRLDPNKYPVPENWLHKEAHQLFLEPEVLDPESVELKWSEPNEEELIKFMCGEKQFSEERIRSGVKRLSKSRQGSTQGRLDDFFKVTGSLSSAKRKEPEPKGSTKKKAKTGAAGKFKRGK
#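 FEN1 at 10 nM, compound pretreatment for 15 min (room temperature), 50 nM final substrate to initiate; endpoint reads at 0 and 15 min; DMSO-only plates used as vehicle background.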
# TDP1 inh = inhibitors of human tyrosyl-DNA phosphodiesterase TDP1. Q9NUW8. Potency, µM (series often up to 130 µM), inactives show at the top dose activity change, negative = inhibition, hits mostly inhibitors. 0.28% of 350,000 active. recombinant TDP1, AlphaScreen DNA substrate cleavage; also: nearly all actives have a fitted effect of over 40% in size
#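 Signal: AlphaScreen proximity between streptavidin donor and anti-FITC acceptor beads on intact substrate. Reaction: Tdp1 1 nM, substrate 15 nM final, 5 min RT after 15 min compound preincubation.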
# Active calls of the source: *; ? = inconclusive; nt = not tested or not shown; & = joins results of further samples; [ ] = dose if it differs, or a comment. Calls follow the shape of the dose curve; as a rule, active = well fitted curve in the direction sought with a large enough effect; inconclusive = small, poorly fitted or top-dose-only effect, or another doubt; inactive = no such curve, though single readings can be large; an effect the other way counts as inactive or inconclusive. Unless noted, % is scaled to controls: 0 for no effect and ±100 for the full control effect; potency is read from the fitted curve at half-maximal effect. Rows were taken by chance; overall some 0.57% were active at least once.
SMILES,N370S GC mod,FEN1 inhibitor,TDP1 inh
CC(O)CNc1nc2ccccc2n1CC(=O)NCCc1ccc(Cl)cc1 (stereo not given),-2%,-2%,2%
CCc1ccc(C(=O)NC(CCSC)C(=O)OC)cc1 (stereo not given),0%,6%,3%
O=C(CCC(=O)c1cccs1)OCC(=O)c1ccc(F)cc1,nt,6%,-1%
O=C(Nc1cc(Cl)ccc1-n1cncn1)c1cncc(Br)c1,1%,-4%,nt
C=CCc1cccc2cc(C(=O)Nc3ccc(F)cc3)c(=O)oc12,-7%,-9%&0%,3%&5%
Cc1ccc(Nc2nnc(C)c(=O)[nH]2)cc1,-7%,-1%,-1%
COC(=O)c1sc(NC(=O)c2ccco2)nc1C,10%,-10%,-8%
COc1ccccc1-c1noc(CCC(=O)N2CCN(c3cc(C)ccc3C)CC2)n1,nt,-5%,2%[56.1 µM]
COc1cc(C(c2nnnn2C(C)(C)C)N2CCN(c3nc4ccccc4s3)CC2)ccc1O (stereo not given),9%,-3%,10%
Cc1ccc(-c2noc(CSc3nnc(CCc4ccccc4)n3-c3ccccc3)n2)cc1,?,-9%,4%
CC(Sc1nnnn1C)C(=O)Nc1ccc(N2CCOCC2)cc1 (stereo not given),1%,3%,1%
COc1ccc(OCC(O)CN(C2CCCCC2)C2CCCCC2)cc1 (stereo not given),-27%,0%,0%
COc1ccc(OC)c(NC(=O)CC2C(=O)NCCN2C(=O)c2ccccc2)c1 (stereo not given),1%,-2%,6%
O=C(COC(=O)c1ccccc1OCc1ccc(F)cc1)NCC1CCCO1 (stereo not given),nt,-2%,1%
Cc1ccc(/C=C/c2onc(C)c2S(=O)(=O)N2CCC(C(=O)NCc3ccc(C)o3)CC2)cc1,nt,3%,5%
Cc1ccc(OCCC(=O)OCC(=O)c2ccc3c(c2)NC(=O)CO3)cc1,nt,17%,1%
CCOc1ccc(N(CC(=O)NCc2ccc3c(c2)OCO3)C(=O)c2csnn2)cc1,-8%,-4%,5%
CCn1cc(C(=O)NCC2CCCO2)c(=O)c2cc(S(=O)(=O)N3CCCCC3)ccc21 (stereo not given),22%,-2%,2%
C/C(=C\C(=O)OCC(=O)NCc1ccccc1)C(=O)OCC(=O)NCc1ccccc1,9%,-3%,1%
Cc1c2cnn(CC(=O)Nc3c(F)c(F)cc(F)c3F)c(=O)c2c(C)n1Cc1ccccc1F,-3%,79µM*,-13%
C=CCn1c(C(CCCC)CC(O)COCC(C)C)n[nH]c1=S (stereo not given),-2%,-2%,5%
CCOc1ccc(Cl)cc1S(=O)(=O)n1nnc2ccccc21,0%,4%,-5%
CC(C)(C)c1cc(C(F)(F)F)c(C#N)c(=O)[nH]1,?,2%,2%
COc1cc(CN2CCN(c3ccccc3F)CC2)cc(OC)c1O,17%,1%,nt
COc1ccc2c3n([n+]([O-])c2c1)CCN=C3c1cc(Cl)c(N)c(Cl)c1,?,-22%,5%
Cc1ccc(N2C(=O)CSC2c2cccnc2)cc1F (stereo not given),-25%,5%,3%
O=C1CSC(=S)N1/N=C/C=C/c1ccccc1,-2%,-10%,8%
COCCn1c(SCC(=O)c2c(N)n(C3CC3)c(=O)[nH]c2=O)nnc1-c1cccc(C)c1,nt,-11%,1%[56.1 µM]
CC(C)n1c(NCc2cc(Cl)ccc2O)nc2ccccc21,-3%,-25%,2%
CCC(C)[C@H](NC(=O)[C@@H]1Cc2ccccc2CN1)C(=O)NCc1ccc(OC)cc1 (stereo not given in full),-20%,20%,nt
C=CCn1c(SCC(=O)N2CCCC2=O)nc2sc(CC)cc2c1=O,nt,-13%,-3%[56.1 µM]
COc1ccc(-c2nc3ccccc3c(=O)n2CCCn2ccnc2)cc1,-3%,-10%,4%
CCCCNC(=NCc1cccc(C(F)(F)F)c1)Nc1ccccc1,-26%,-3%,nt
CCC(C)C(NC(N)=O)C(=O)NC1CCC(C)CC1 (stereo not given),2%,nt,-1%
Cn1ccnc1C(O)c1cccc(OCc2ccccc2)c1 (stereo not given),-4%,5%,4%
O=C(O)c1ccc(Cl)c(NCc2ccncc2)c1,-6%,0%,nt
COc1ccc(Nc2ncnc3c2nc2n3CCCC2)cc1Cl,nt,-4%,6%
O=C(COC(=O)CSc1ccc(F)cc1)NCCCc1ccccc1,-4%,-12%,-1%
CCCN1CCOC(CC(=O)Nc2ccc([N+](=O)[O-])cc2)C1=O (stereo not given),-1%,4%,5%
CC(C)CC(C(=O)NC(C)(C)C)N(Cc1ccccc1Cl)C(=O)c1snc(C(N)=O)c1N (stereo not given),2%,0%,4%
O=C(CS(=O)(=O)c1ccccc1)N1CCCCCC1,2%,-3%,4%
C#CCn1c(C2CC(=O)N(c3ccc(OCC)cc3)C2)nc2ccccc21 (stereo not given),nt,-3%,5%
COc1cc(OC)cc(C(=O)N2CCC(N3CCN(c4ccccc4OC)CC3)CC2)c1,3%,9%,0%
Cc1nc(N2CCOCC2)c2cc(-c3ccccc3)sc2n1,6%,-11%,3%
CCCc1nnc(NC(=O)CC(=O)Nc2ccccc2C(=O)O)s1,-5%,0%,5%
CCOC(=O)c1cn2nc(Oc3ccc(NC(C)=O)cc3)ccc2n1,-12%,14%,4%
Cc1cscc1NC(=O)/C=C/C(=O)O,-10%,-1%,5%
CCN1CCN(c2ccc(S(=O)(=O)N3CCOCC3)cc2NC(=O)c2ccc(C)cc2C)CC1,nt,18%,1%
Oc1ccc(C2=NN(c3ccccc3)C(c3ccc(F)cc3)C2)cc1 (stereo not given),?,-5%,nt
O=C1CC(c2cccs2)CC(O)=C1C=NCCN1CCNCC1 (stereo not given),5%,9%,2%

# Overlap with the part before: four entries, then new ones.
SMILES,N370S GC mod,FEN1 inhibitor,TDP1 inh
Cc1cscc1NC(=O)/C=C/C(=O)O,-10%,-1%,5%
CCN1CCN(c2ccc(S(=O)(=O)N3CCOCC3)cc2NC(=O)c2ccc(C)cc2C)CC1,nt,18%,1%
Oc1ccc(C2=NN(c3ccccc3)C(c3ccc(F)cc3)C2)cc1 (stereo not given),?,-5%,nt
O=C1CC(c2cccs2)CC(O)=C1C=NCCN1CCNCC1 (stereo not given),5%,9%,2%
CCOc1cc(/C=N/N=C2/NC(=O)C(CC(=O)O)S2)ccc1OCc1ccccc1Cl (stereo not given),3%,-9%,-6%
COc1cccc(CCNc2ncnc3c2nnn3C)c1,nt,-5%,5%
CSCC[C@H](NC(=O)COc1cc2c(c3oc(=O)c(C)c(C)c13)CCC(C)(C)O2)C(=O)O,?,7%,nt
CCn1c(=O)c2cc(C(=O)Nc3ccc(OC)cc3OC)sc2c2ccccc21,1%,-2%,nt
CCCCC1CCC(C(=O)N(CC(C)C)c2c(N)n(CCCC)c(=O)[nH]c2=O)CC1 (stereo not given),-3%,-1%,0%
COc1ccc(N2CCN(c3ncnc4onc(-c5ccc(F)cc5)c34)CC2)cc1,nt,7%,7%
CCOC(=O)c1c(C2COc3ccccc3O2)csc1NC(=O)c1ccco1 (stereo not given),-3%,0%,7%
CCC(C)[C@H](N)c1cn([C@@H](CCCCN)C(=O)N2CCNCC2)nn1 (stereo not given in full),7%,-1%,1%
COc1ccc(CNc2nc3c(c(C(F)(F)F)n2)CCCCC3)cc1,12%,nt,-4%
Cc1cccc(/C=N/NC(=O)c2cc3c(s2)-c2ccccc2CC3)c1,29%,-13%,6%
O=C(c1cccc(C(F)(F)F)c1)N1CCN(S(=O)(=O)c2ccc(Cl)s2)CC1,-13%,11%,4%
COc1cccc(-n2nnnc2SCC(=O)Nc2ccccc2OC)c1,-1%,-8%,nt
COc1ccc2c(c1)N(C(=O)CSc1n[nH]c(C)n1)C(C)(C)C=C2C,0%,7%,2%
COc1ccc(/C=C(/NC(=O)c2ccc(OC)c(OC)c2)C(=O)NCCCn2ccnc2)cc1,-12%,-8%,-1%
CCC(CC)NC(=O)Cn1c(C(C)NC(C)=O)nc2ccccc21 (stereo not given),-6%,1%,nt
COc1ccc(OC)c(C(c2c(C)[nH][nH]c2=O)c2c(C)[nH][nH]c2=O)c1,-2%,-1%,nt
COc1ccc(-c2nc(CS(=O)CC(=O)NCc3ccccc3)c(C)o2)cc1OC (stereo not given),-7%,-5%,4%
CCOC(=O)c1c(NC(=O)COC(=O)c2ccc(Cl)nc2)sc(C(=O)N(C)C)c1C,2%,-18%,nt
CCOC(=O)C1=C(C)N=C2SCCC(=O)N2C1c1cccs1 (stereo not given),18%,3%,4%
CCCCCCCC1=CC2=CC(=O)C(C)(OC(C)=O)C(=O)C2=CN1CCc1ccccc1 (stereo not given),1%[12.8 µM],nt,4%
CC(C)(O)C#Cc1ccc(C(=O)Nc2ccc3c(c2)OCO3)s1,0%,0%,2%
CN1CCN(c2ccc(C(=O)c3ccccc3)cc2[N+](=O)[O-])CC1,-9%,-10%,3%
Cc1ccc(-c2nc3sc(CCNC(=O)c4ccc(Br)o4)c(C)n3n2)cc1,nt,-18%,8%
OC[C@H]1OC(O)(CN2CCOCC2)[C@H](O)[C@@H]1O (stereo not given in full),-8%,nt,6%
CCN1CCN(S(=O)(=O)c2ccc(OC)c(NC(=O)c3ccccc3F)c2)CC1,?,3%,0%
CN(C)CCn1c2c(c(SCC(=O)Nc3cccc4ccccc34)nc1=O)CCC2,3%,-4%,0%
Cc1cc(C)n2c(Nc3ccccc3)c(-c3ccccc3)nc2n1,nt,2%,-2%
CC(C)/C=N/Nc1nc2c(c(=O)n(C)c(=O)n2C)n1C,9%,-2%,nt
C/C(=N\NC(=O)c1nn(C)cc1Br)c1ccncc1,8%,1%,5%
Oc1ccc(Cl)cc1CNc1nccs1,-9%,21%,nt

# 7 entries drawn at random from the list so far, as already listed:
SMILES,N370S GC mod,FEN1 inhibitor,TDP1 inh
CN(C)CCn1c2c(c(SCC(=O)Nc3cccc4ccccc34)nc1=O)CCC2,3%,-4%,0%
CN1CCN(c2ccc(C(=O)c3ccccc3)cc2[N+](=O)[O-])CC1,-9%,-10%,3%
CC(C)/C=N/Nc1nc2c(c(=O)n(C)c(=O)n2C)n1C,9%,-2%,nt
OC[C@H]1OC(O)(CN2CCOCC2)[C@H](O)[C@@H]1O (stereo not given in full),-8%,nt,6%
Cc1ccc(-c2nc3sc(CCNC(=O)c4ccc(Br)o4)c(C)n3n2)cc1,nt,-18%,8%
Oc1ccc(Cl)cc1CNc1nccs1,-9%,21%,nt
CCN1CCN(S(=O)(=O)c2ccc(OC)c(NC(=O)c3ccccc3F)c2)CC1,?,3%,0%

# Records above printed as active in FEN1 inhibitor:
SMILES,N370S GC mod,FEN1 inhibitor,TDP1 inh
Cc1c2cnn(CC(=O)Nc3c(F)c(F)cc(F)c3F)c(=O)c2c(C)n1Cc1ccccc1F,-3%,79µM*,-13%
